Screening results from PubChem BioAssay.
BLM inh = Bloom syndrome helicase (human) inhibition; 350,000 compounds, 0.2% hits; recombinant BLM DNA unwinding, fluorescence dequenching; P54132; AID 2528; Potency, µM (doses to about 56.1 µM), for the others: at the highest dose activity change, negative = inhibition, most hits filed as inhibitors;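 note: potency is the fitted concentration of half-maximal effect; plate controls were vehicle for no effect and no enzyme for full effect; nearly all actives have a fitted effect of over 35% in size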
POLH inh = DNA polymerase eta (human) inhibition. recombinant Pol eta, fluorescent DNA replication assay. 390,000 compounds, 1.2% hits. Potency, µM (top dose mostly 114 µM), inactives show at the highest dose activity change, negative = inhibition, usual class: inhibitors; note: potency is the fitted concentration of half-maximal effect; % is set by controls: 0 for no effect and ±100 for the full control effect
Target sequence (Q9Y253 whole entry, looked up): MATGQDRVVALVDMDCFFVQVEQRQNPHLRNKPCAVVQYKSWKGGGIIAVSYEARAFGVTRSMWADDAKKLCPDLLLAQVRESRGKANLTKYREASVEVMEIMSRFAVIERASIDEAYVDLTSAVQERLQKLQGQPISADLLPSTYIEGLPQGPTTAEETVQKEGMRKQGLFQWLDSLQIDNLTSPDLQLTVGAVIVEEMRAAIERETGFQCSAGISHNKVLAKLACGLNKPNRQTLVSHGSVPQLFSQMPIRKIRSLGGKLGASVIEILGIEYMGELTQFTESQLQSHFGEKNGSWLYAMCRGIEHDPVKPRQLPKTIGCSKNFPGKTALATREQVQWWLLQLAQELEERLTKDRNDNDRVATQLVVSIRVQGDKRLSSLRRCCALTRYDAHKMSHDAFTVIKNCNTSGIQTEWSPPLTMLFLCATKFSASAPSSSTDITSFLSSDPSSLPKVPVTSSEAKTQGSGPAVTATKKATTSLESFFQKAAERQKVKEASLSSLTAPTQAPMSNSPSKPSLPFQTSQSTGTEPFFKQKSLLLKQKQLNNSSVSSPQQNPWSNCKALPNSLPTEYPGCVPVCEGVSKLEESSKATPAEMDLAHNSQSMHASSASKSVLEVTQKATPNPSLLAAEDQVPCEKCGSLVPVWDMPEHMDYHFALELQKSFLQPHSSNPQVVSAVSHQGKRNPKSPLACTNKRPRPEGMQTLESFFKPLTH
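Fluorescent replication assay: 50 nM final substrate added after a 15 min room-temperature compound preincubation with 10 nM enzyme. Signal taken at 0 min and again at 10 min.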
APEX1 inh = blocks human APE1 abasic DNA cleavage; recombinant APE1, TAMRA/BHQ-2 abasic DNA cleavage fluorescence; Potency, µM (doses to about 65.8 µM), inactives show top-dose activity change, negative = inhibition, usual class: inhibitors; 350,000 compounds, 0.35% hits; AID 2517;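 note: potency is the fitted concentration of half-maximal effect; plate controls were vehicle for no effect and reference inhibitor for full effect; nearly all actives have a fitted effect of over 55% in size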
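Kinetic fluorescence read (525 ex/598 em nm, three reads 60 s apart) of AP-site incision; signal = third minus first read. Enzyme 0.75 nM, dual-labelled THF duplex 50 nM, compound preincubation 15 min RT.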
Pol beta inh = blocks human DNA polymerase beta activity | P06746 | Pol beta primer extension/strand displacement, fluorescence kinetic | Potency, µM (series often up to 114 µM), without a hit: at the highest dose activity change, negative = inhibition, hits mostly inhibitors | 340,000 compounds, 1.3% hits | AID 485314; note: potency is the fitted concentration of half-maximal effect; % is set by controls: 0 for no effect and ±100 for the full control effect
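Human Pol beta at 10 nM; strand-displacement substrate 50 nM final. Compound exposure 15 min at room temperature before start, reaction 10 min at room temperature.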
POLI inh = blocks human DNA polymerase iota activity; Potency, µM (titrated, usually from 115 µM), for inactives: at the highest dose activity, negative = inhibition, hits mostly inhibitors; Pol iota fluorescent replication assay, 10 min; Q9UNA4; 390,000 compounds, 1% hits; note: potency is the fitted concentration of half-maximal effect
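Pol iota at 10 nM preincubated 15 min with compounds at room temperature; reaction started with fluorescent substrate, 50 nM final. Fluorescence read kinetically at 0 and 10 min; buffer-only wells as negative control.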
RXFP1 antag = antagonists of human relaxin receptor RXFP1; Q9HBX9; HEK293-RXFP1, relaxin-stimulated cAMP HTRF, 30 min; active compounds read low; activity change, negative = inhibition, % at 57.5 µM; 350,000 compounds, 0.59% hits;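 active = activity change of -60% or lower, but not beyond a set lower limit; inconclusive = change between -60% and -40%, or beyond the set limit; inactive = change above -40%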; note: % is set by controls: 0 for no effect and ±100 for the full control effect
POLK inh = DNA polymerase kappa (human) inhibition | Q9UBT6 | purified Pol kappa, fluorescent DNA synthesis assay, 10 min | Potency, µM (titrated, usually from 107 µM), for the others: at the top dose activity, negative = inhibition, most hits filed as inhibitors | 400,000 compounds, 0.53% hits | AID 588579; note: potency is the fitted concentration of half-maximal effect; % is set by controls: 0 for no effect and ±100 for the full control effect
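50 nM final substrate added after 15 min RT preincubation of 10 nM Pol kappa with compound; fluorescence read at 0 and 10 min.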
Anesthetic bind = candidate novel general anesthetic via apoferritin binding | 350,000 compounds, 0.074% hits | Potency, µM (top dose mostly 77.5 µM), for the others: at the top dose activity change, negative = displacement, actives largely listed as inhibitors | apoferritin/1-aminoanthracene competitive binding, fluorescence | AID 485281; note: potency is the fitted concentration of half-maximal effect; % is set by controls: 0 for no effect and ±100 for the full control effect; nearly all actives have a fitted effect of over 20% in size
Target sequence (P02791 2-175 limits assumed): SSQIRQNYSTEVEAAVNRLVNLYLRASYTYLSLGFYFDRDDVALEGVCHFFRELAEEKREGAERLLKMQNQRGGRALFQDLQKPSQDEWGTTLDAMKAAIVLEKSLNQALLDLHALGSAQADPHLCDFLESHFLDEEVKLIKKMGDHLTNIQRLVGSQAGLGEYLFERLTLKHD
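Probe: 1-aminoanthracene (50% saturated, PBS). Protein: horse-spleen apoferritin, 10 uM. Incubation: 10 min, room temperature. Detection: 380 nm excitation, 535 nm emission. Analysis: normalized response, four-parameter Hill.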
PGK inhibitor = inhibitors of T. brucei phosphoglycerate kinase | PGK/GAPDH coupled, Kinase-Glo luminescence, 60 min | 380,000 compounds, 0.043% hits | Potency, µM (titrated, usually from 57.5 µM), for inactives: top-dose activity change, negative = inhibition, actives largely listed as inhibitors; note: potency is the fitted concentration of half-maximal effect; % is set by controls: 0 for no effect and ±100 for the full control effect; nearly all actives have a fitted effect of over 60% in size
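Luminescent ATP detection (Kinase-Glo Plus) follows a 60-minute room-temperature incubation, with wells lacking PGK as controls. Buffer: 100 mM TEA (pH 7.6), 5 mM MgCl2, 0.01% Tween-20. Coupling enzyme GAPDH (100 nM final) supplies unstable 1,3-BPG in-well.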
Active calls of the source: *; i = inactive; u = inconclusive; x = no result given; [ ] = remark or other dose. Unless noted, calls come from the whole dose curve; as a rule, active = well fitted curve in the direction sought with a large enough effect; inconclusive = small, poorly fitted or top-dose-only effect, or another doubt; inactive = no such curve, though single readings can be large; an effect the other way counts as inactive or inconclusive. This is a subset; count on the stated rates, not on these rows.

Start of the data: the first 5 compounds, ahead of the listing:
molecule | BLM inh | POLH inh | APEX1 inh | Pol beta inh | POLI inh | RXFP1 antag | POLK inh | Anesthetic bind | PGK inhibitor
O=C(O)CC1c2ccccc2CCN1S(=O)(=O)c1cccs1 (stereo not given) | x | -17% | x | x | 38%[activator] | -4 | -2% | x | 10%
O=C(CC1C(=O)NCCN1C/C=C/c1ccccc1)NCCc1ccncc1 (stereo not given) | -3% | -16% | 2% | 24% | -6% | -3 | -4% | -9% | -1%
Cc1nnc(SCCn2c(Br)nc3c2c(=O)[nH]c(=O)n3C)s1 | 2% | -8% | 0% | 6% | 1% | -10 | -10% | -5% | -9%
CC(=O)N1CCN(c2nc3ccc([N+](=O)[O-])cc3s2)CC1 | -1% | 3% | 57%[activator] | 20% | 5% | 16 | -1% | -4% | -2%
Cc1cccc(-n2c(N)cc(=O)nc2SCC(=O)Nc2ccc(F)cc2)c1C | -2% | -9% | x | 1% | 29% | 5 | 6% | -7% | 8%

The listing, repeating the preview:
molecule | BLM inh | POLH inh | APEX1 inh | Pol beta inh | POLI inh | RXFP1 antag | POLK inh | Anesthetic bind | PGK inhibitor
O=C(O)CC1c2ccccc2CCN1S(=O)(=O)c1cccs1 (stereo not given) | x | -17% | x | x | 38%[activator] | -4 | -2% | x | 10%
O=C(CC1C(=O)NCCN1C/C=C/c1ccccc1)NCCc1ccncc1 (stereo not given) | -3% | -16% | 2% | 24% | -6% | -3 | -4% | -9% | -1%
Cc1nnc(SCCn2c(Br)nc3c2c(=O)[nH]c(=O)n3C)s1 | 2% | -8% | 0% | 6% | 1% | -10 | -10% | -5% | -9%
CC(=O)N1CCN(c2nc3ccc([N+](=O)[O-])cc3s2)CC1 | -1% | 3% | 57%[activator] | 20% | 5% | 16 | -1% | -4% | -2%
Cc1cccc(-n2c(N)cc(=O)nc2SCC(=O)Nc2ccc(F)cc2)c1C | -2% | -9% | x | 1% | 29% | 5 | 6% | -7% | 8%
CCNC(=O)CCn1nc(-c2ccc(Cl)cc2)c2ccccc2c1=O | -3% | 0% | 17% | 36% | 17% | 4 | -18% | -17% | -4%
CC(=O)CCn1c(=O)n(CCC(C)=O)c(=O)n(CCC(C)=O)c1=O | 0% | -1% | -4% | 0% | -4% | 1 | -13% | -4% | -4%
COc1cc(C(=O)OCC(=O)NC2CC2)ccc1OCCC(C)C | x | 3% | 37% | x | 4% | 6 | -6% | x | 0%
CC12COC3(C(=O)Nc4ccc([N+](=O)[O-])cc4)CC1CCC32C (stereo not given) | -11% | -24% | -2% | -1% | 105%[activator] | -19 | -4% | -10% | 6%
COC(=O)c1c(N)n(-c2ccc(NC(C)=O)cc2)c2nc3ccccc3nc12 | 2% | -7% | -7% | -21% | u | -12 | -14% | 232%[activator] | -9%
C=C1C(C(=O)Nc2ccc(OCC)cc2)C1C(=O)Nc1ccc(OCC)cc1 (stereo not given) | 0% | 4% | 2% | 1% | 21% | -5 | -15% | -2% | -10%
CCOC(=O)[C@H](CCc1ccccc1)N[C@@H](C)C(=O)N1C(C(=O)O)C[C@@H]2CCC[C@@H]21 (stereo not given in full) | x | -8% | 55%[activator] | x | 10% | x | 12% | x | -9%
CC1CCCC(C)N1S(=O)(=O)c1ccc(NC(=O)CCN2C(=O)C3CC=CCC3C2=O)cc1 (stereo not given) | x | -19% | 1% | x | 33%[activator] | 10 | -17% | x | -2%
CCOC(=O)C1CCCN(C(=O)CCS(=O)(=O)c2cc3c(cc2Cl)NC(=O)CO3)C1 (stereo not given) | -4% | 2% | x | 11% | -15% | x | -8% | -8% | 2%
Cc1ccsc1C(=O)NNC(=O)COc1ccc(Br)cc1 | x | -6% | -10% | x | -8% | -3 | -7% | x | -12%
Cc1cccc(-c2nc(SCC(=O)Nc3ccc4c(c3)OCCO4)c(-c3ccccc3)[nH]2)c1 | -10% | -12% | x | 1% | 9% | -22 | 0% | 4% | 7%
Cc1ccc(Nc2nc(N)nc(COC(=O)c3ccc(Br)o3)n2)cc1 | x | -4% | 0% | x | 20% | -11 | -9% | x | -2%
CC(=O)Cc1nsc(NC(=O)c2ccc(-c3ccc(Cl)c(Cl)c3)o2)n1 | -3% | -13% | 10% | -4% | 14% | 12 | -14% | -6% | -5%
O=C(Nc1cc(Cl)cc(Cl)c1)c1ccc(F)c(S(=O)(=O)NC2CCCCC2)c1 | -10% | -1% | x | 3% | 4% | -22 | -10%[60.1 µM] | -12% | 1%
O=C(Nc1ccc(N2CCCCCC2)cc1)c1cccc(S(=O)(=O)N2CCOCC2)c1 | x | -22% | -6% | x | 1% | -5 | -11% | x | -8%

Next records:
Values run as follows: BLM inh, POLH inh, APEX1 inh, Pol beta inh, POLI inh, RXFP1 antag, POLK inh, Anesthetic bind, PGK inhibitor
O=C(CSc1ccc(-c2cccs2)nn1)N1CCCCC1
→ -2%, -8%, 7%, 2%, 11%, -3, -1%, -19%, -11%
Cc1ncoc1C(=O)NC1CC(C)(C)Cc2c1cnn2-c1ccccc1 (stereo not given)
→ 3%, -19%, 54%[activator], 2%, 10%, -17, -6%, -12%, i
Cc1noc(C)c1NC(=O)N(C)C[C@H]1Oc2ccc(NS(=O)(=O)c3ccc(F)cc3)cc2C(=O)N([C@H](C)CO)C[C@@H]1C
→ x, 2%, 10%, x, 7%, x, 1%, x, 1%
C/C=C/c1ccc(OCCCCOc2ccc(OC)cc2)c(OC)c1
→ -2%, -9%, 9%, 26%, 2%, 10, -12%, -4%, i
COc1ccc(CNC(=O)CN2C(=O)CCn3nc(-c4cn(C)c5ccccc45)cc32)cc1
→ -1%, -5%, x, -13%, -14%, -9, -12%[60.1 µM], -1%, i
S=C(NCc1cccs1)Nc1cccc(Cl)c1Cl
→ -4%, -5%, 1%, 0%[57.1 µM], 36%[activator], -4, -10%, 4%, -5%
O=C(COC(=O)c1cc(Br)ccc1Cl)NC1CCCC1
→ -1%, -8%, 4%, 27%, 47%[activator], 4, -4%, -20%, 2%
CCC(C)[C@H](NC(=O)NCc1ccco1)C(=O)O (stereo not given in full)
→ -2%, -10%, 17%, 2%, 20%, 3, -6%, -14%, -10%
CCOc1ccccc1NC(=O)/C(C#N)=C/c1c(C)nn(-c2ccc(F)cc2)c1Cl
→ -1%, -1%, 3%, 104%, 16%, 4, -15%, -11%, 3%
CN(CC(=O)NCCc1ccc(S(N)(=O)=O)cc1)CC(=O)Nc1ccc(Cl)c(C(F)(F)F)c1
→ x, -19%, x, x, 18%, 4, -22%, x, -6%
O=C(CCC(=O)N1CCOc2ccccc21)Nc1ccccc1Br
→ 0%, -8%, -2%, -10%, 31%[activator], 9, 8%, u, i
CCOc1cc(C2Nc3ccccc3NC3=C2C(=O)CC(C)(C)C3)ccc1O (stereo not given)
→ 0%, 4%, 1%, 33%, -23%, 15, -20%, 56%[activator], 5%
CCOC(=O)C1CCCN(C(=S)Nc2cccc(Cl)c2)C1 (stereo not given)
→ 1%, -21%, 4%, 4%, 17%, -9, -13%, -16%, -24%
O=C(c1cccs1)N1CCN(C(=O)c2cccs2)C1=S
→ x, -7%, x, x, 14%, 2, -15%, x, -9%
Cc1cc(C)c2c(c1)c(C)cc1nnc(SCC(=O)c3ccc(F)cc3)n12
→ -3%, -21%, x, u, 16%, -15, -7%, 1%, -5%
CCN(c1ccccc1)S(=O)(=O)c1cc(C(=O)O)ccc1C
→ -1%, 13µM*, 16µM*, 13µM*, u, 9, -30%, -8%, -1%
Cn1c(-c2cccc([N+](=O)[O-])c2)cnc1NCc1ccc(C#N)cc1
→ -2%, -25%, -2%, 2%, 43%, 4, 3%, -22%, -4%
CC(C)N(C(=O)Cn1cc(SCC(N)=O)c2ccccc21)C(C)C
→ -5%, -12%, 5%, -1%, 116%[activator], 1, -13%, u, 0%
CCOC(=O)c1[nH]c2ccccc2c1NC(=O)C(C)(C)C
→ -3%, -14%, 1%, 37%, -7%, x, -6%, -6%, 0%
Cc1cc2oc(=O)cc(CN3CCN(Cc4ccccc4)CC3)c2cc1O
→ -8%, -2%, -20%, u, 17%, -6, 7%, 0%, i
COc1ccc(S(=O)(=O)N2CCNC(=O)C2)cc1Br
→ -2%, 6%, -2%, 2%, 105%[activator], -33, -8%, 2%, -2%
COc1cccc(N2CC(C(=O)Nc3nnc(SCC(=O)N4CCOCC4)s3)CC2=O)c1 (stereo not given)
→ -13%, -22%, -2%, 0%, -10%, -12, -1%, -16%, 6%
O=C(CSc1ccc(S(=O)(=O)N2CCOCC2)cn1)Nc1ccc(OC(F)F)cc1
→ x, -18%, 15%, x, 20%, 3, -21%, x, -4%
Cc1ccc(NC(=O)CN2C(=O)NC(C)(C3CC3)C2=O)c(C)c1 (stereo not given)
→ x, 0%, -12%, x, -8%, -6, 12%, x, i
C=COCCNC(=S)N1CCOCCOCCN(C(=S)NCCOC=C)CCOCCOCC1
→ -4%, -6%, -3%, 45%, -11%, 1, -12%, -6%, 6%
Nc1ncnc2c(C3OC(CO)C(O)C3O)c[nH]c12 (stereo not given)
→ x, -20%, x, x, 14%, -4, -11%, x, -12%
Nc1ccccc1C(=O)NC1CCCNC1=O (stereo not given)
→ x, 10%, x, x, 17%, 5, -5%, x, -4%
Cc1ccc(NC(=O)c2nccnc2C(=O)O)cc1C
→ -2%, 0%, 2%, 4%, -11%, x, 5%, -3%, -5%
Cc1cc(C)n2c(SCC#N)nnc2n1
→ 0%, -8%, 2%, 1%, 47%[activator], x, 12%, 32%[activator], -12%
O=C(Cc1nc2ccccc2[nH]1)c1cccc([N+](=O)[O-])c1
→ -4%, -4%, 16%, 21%, 17%, 2, -13%, -11%, -2%
O=C(NCc1ccc(F)cc1)C1CCCN1C(=O)Nc1ccc(F)cc1 (stereo not given)
→ -3%, -2%, 23%, 38%, 19%, 10, 4%, -2%, 13%
